BRCA1 expr up: BRCA1 expression activation | MCF7-BRCA1-FFLuc reporter, luminescence, 48 h; response scale: scaled: vehicle 0%, 10 µM genistein 100% | 380,000 compounds, 1.1% hits | Potency, µM (highest dose often 46.1 µM), for the others: top-dose activation, most hits filed as activators; further: nearly all actives have a fitted effect of over 80% in size; some results filed as inactive show a strong effect at the top dose
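Activators of BRCA1 expression were detected as increased firefly luciferase luminescence in engineered MCF7 cells after 48 h compound incubation. Signals were scaled to genistein 10 microM as full activation.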
ELG1 genotoxic: induces genotoxicity in HEK293T cells with luciferase-tagged ELG1 | HEK293T ELG1-luciferase reporter, luminescence, 16 h | AID 504466 | 330,000 compounds, 1.3% hits | Potency, µM (top dose mostly 46 µM), without a hit: top-dose activity change, positive = activation, usual class: activators; further: % of control where 0% means no effect; nearly all actives have a fitted effect of over 60% in size
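Genotoxic stress is detected as increased luminescence from luciferase-tagged ELG1 in HEK293T cells, measured with ONE-Glo after a 16 hr treatment at 37 °C.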
p53 reactivator: restores transcriptional activity of mutant p53. Potency, µM (top dose mostly 92.2 µM), for inactives: at the top dose activity change, positive = activation, actives largely listed as activators. 320,000 compounds, 0.063% hits. H1299 p53-A138V BP100-luciferase reporter, luminescence, 24 h. AID 504706; further: % of control where 0% means no effect; nearly all actives have a fitted effect of over 45% in size
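H1299 (p53-null), stable ts p53-A138V + BP100-Luc; 1000 cells/well, Opti-MEM/10% FBS; cpd 4 pt, 1:5; 24 h, 37 deg C, 5% CO2; detection reagent 10 min RT; luminescence.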
uPA surface inh: inhibitors of cell surface uPA generation; cell surface uPA generation assay, qHTS; Potency, µM (highest dose often 38.3 µM), for inactives: at the highest dose activity change, negative = inhibition, hits mostly inhibitors; 330,000 compounds, 0.31% hits; active means well fitted inhibition curve with a large enough effect; inconclusive means small, poorly fitted or top-dose-only effect; inactive means no such curve, though single readings can be large or run the other way; tested in mouse RAW 264.7 cells; further: on the % scale 0 is the no-effect control and ±100 the full control effect; nearly all actives have a fitted effect of over 55% in size
* = called active by the depositor; ? = inconclusive. Unless noted, the call rests on the fitted dose curve; in most records, active means well fitted activation curve with a large enough effect; inconclusive means small, poorly fitted or top-dose-only effect; inactive means no such curve, though single readings can be large or run the other way. Potency means the concentration at half of the fitted maximal effect.

1) O=S(=O)(c1ccc2c(c1)OCCO2)N1CCN(S(=O)(=O)c2c(F)cc(F)cc2F)CC1
2) CCOc1ccc(/C(CCC(=O)O)=N/NC(=O)c2cccc(S(=O)(=O)Nc3ccccc3OC)c2)cc1
3) CN(C)C(=O)CCc1ccc2c3c([nH]c2c1)[C@]1(CCC2CCCC2)[C@@H](C(=O)N2CCOCC2)C[C@H](CC(=O)NCCc2ccccn2)C(=O)N1CC3
4) Cc1ccc(CNC(=O)Cn2cnc(C(=O)Nc3ccc(C)c(C)c3)n2)o1
5) COc1ccc(C(=O)OCC(=O)c2ccc(F)cc2)cc1OC
6) COC(=O)[C@H](CCSC)NC(=O)Cn1cnc2c(OCc3ccccc3)ncnc21
7) CC1CC1C(=O)OCC(=O)Nc1cc(S(=O)(=O)N2CCCCC2)ccc1Cl (configuration not stated)
8) Cc1noc(C)c1NC(=O)Nc1cccc2c1O[C@H](CN(C)S(=O)(=O)c1ccc(F)cc1)[C@@H](C)CN([C@H](C)CO)C2=O

screen / no.,1,2,3,4,5,6,7,8
ELG1 genotoxic,4%,2%,5%,?,10%,1%,11%,2%
uPA surface inh,3%,0%,0%,?,-3%,1%,3%,4%
BRCA1 expr up,-4%,6%,0%,?,16%,36%,-12%,7%
p53 reactivator,1%,4%,-3%,20%,19%,15%,-5%,1%

9) O=C(Cc1ccc(F)cc1)N[C@@H]1c2ccccc2CC[C@H]1OCc1ccccc1
10) N#CCC(=O)Nc1ccc(C(=O)OCC(=O)c2c[nH]c3ccccc23)cc1
11) CN1CCN(NC(=O)c2c(-c3ccccc3)sc3ccccc23)CC1
12) O=C(c1ccc(=O)[nH]n1)N1CCN(S(=O)(=O)c2ccccc2F)CC1
13) CC1CCN(c2ccc3c(c2)S(=O)(=O)c2cccc(C(=O)NC4CC4)c2C3=O)CC1
14) CC(=O)Nc1ccc(NC(=O)C(C)Sc2nnc(-c3ccc4c(c3)OCO4)o2)cc1 (configuration not stated)
15) COCCn1c(C)cc(C(=O)COC(=O)c2ccc(S(=O)(=O)N(C)C)cc2)c1C
16) Cc1ccc(C(=O)Nc2ccc3c(c2)OCCO3)cc1S(=O)(=O)N1CCOCC1

screen / no.,9,10,11,12,13,14,15,16
ELG1 genotoxic,0%,1%,3%,-1%,7%,?,4%,10%
uPA surface inh,4%,5%,-3%,-14%,-24%,1%,2%,-6%
BRCA1 expr up,8%,-2%,0%,3%,35%,59%,1%,?
p53 reactivator,-2%,?,0%,6%,7%,?,0%,14%

17) O=C(C[C@H]1C/C=C\C[C@H](NC(=O)OCC2c3ccccc3-c3ccccc32)C(=O)OC[C@@H]2CCCN2C1=O)NCCO
18) C[C@H](CO)N1C[C@H](C)[C@@H](CN(C)C(=O)NC2CCCCC2)Oc2ccc(NS(=O)(=O)c3ccc(F)cc3)cc2C1=O
19) CCC/C(C#Cc1ccsc1)=C1/c2ccccc2C(=O)N1c1ccccc1
20) C[C@H](CO)N1C[C@H](C)[C@H](CN(C)C)Oc2ccc(NS(=O)(=O)c3ccc(F)cc3)cc2CC1=O
21) CCOc1ccc(S(=O)(=O)N2CCCCC2)cc1NC(=O)c1cccnc1OCC
22) CC1(c2cccc(Br)c2)NC(=O)N(CC(=O)c2ccc3c(c2)OCCO3)C1=O (configuration not stated)
23) C[C@H](O)Cc1cc2ccccc2c(=O)o1
24) Cc1c(NC(=O)c2ccc(S(=O)(=O)Nc3ccccc3F)cc2)c(=O)n(-c2ccccc2)n1C

screen / no.,17,18,19,20,21,22,23,24
ELG1 genotoxic,0%,-1%,5%,0%,2%,-2%,5%,1%
uPA surface inh,-8%,9%,?,6%,-12%,1%,16%,4%
BRCA1 expr up,5%,-11%,-22%,-9%,2%,0%,12%,5%
p53 reactivator,-1%,5%,-15%,5%,-6%,-8%,5%,9%

25) CC1CN(C(=O)COC(=O)c2cnc(Cl)c(Cl)c2)CC(C)O1 (configuration not stated)
26) CC(C)=CCC/C(C)=C/CNC(=O)C[C@H]1C[C@H](C(=O)N2CCOCC2)[C@@]2(CCC3CCCC3)c3[nH]c4cc(-c5ccco5)ccc4c3CCN2C1=O
27) Cc1ccc(S(=O)(=O)NC(=O)c2cccc(N(C)C)c2)cc1
28) CC(C)(C)NC(=O)CC1C[C@H](C(=O)N2CCCCC2)[C@@]2(C)c3[nH]c4ccccc4c3CCN2C1=O (some centres not stated)
29) CCN1C(=O)[C@H]2[C@@H](c3ccc(-c4cccc(Cl)c4)c(OC)c3)N3CCC[C@@]3(C(=O)OC)[C@H]2C1=O
30) COc1ccc(NS(=O)(=O)c2cc(NC(=O)[C@H](C)NC(N)=O)ccc2N2CCCC2)cc1
31) CC(C)(C)OC(=O)CNC(=O)c1[nH]cnc1C(=O)N[C@@H](CCCCN)C(=O)OC(C)(C)C
32) Cc1ccc(S(=O)(=O)N[C@H](C(=O)OCC(=O)NC(=O)NCc2ccco2)C(C)C)cc1

screen / no.,25,26,27,28,29,30,31,32
ELG1 genotoxic,5%,-8%,7%,0%,-1%,-1%,-2%,-3%
uPA surface inh,-15%,27%,2%,4%,-8%,-1%,6%,3%
BRCA1 expr up,7%,-48%,30%,0%,0%,-14%,1%,-11%
p53 reactivator,9%,0%,0%,-2%,0%,-4%,3%,13%

Twelve entries from above, ordered by molecular weight, rising.
23) C[C@H](O)Cc1cc2ccccc2c(=O)o1
27) Cc1ccc(S(=O)(=O)NC(=O)c2cccc(N(C)C)c2)cc1
25) CC1CN(C(=O)COC(=O)c2cnc(Cl)c(Cl)c2)CC(C)O1 (configuration not stated)
19) CCC/C(C#Cc1ccsc1)=C1/c2ccccc2C(=O)N1c1ccccc1
21) CCOc1ccc(S(=O)(=O)N2CCCCC2)cc1NC(=O)c1cccnc1OCC
22) CC1(c2cccc(Br)c2)NC(=O)N(CC(=O)c2ccc3c(c2)OCCO3)C1=O (configuration not stated)
32) Cc1ccc(S(=O)(=O)N[C@H](C(=O)OCC(=O)NC(=O)NCc2ccco2)C(C)C)cc1
31) CC(C)(C)OC(=O)CNC(=O)c1[nH]cnc1C(=O)N[C@@H](CCCCN)C(=O)OC(C)(C)C
29) CCN1C(=O)[C@H]2[C@@H](c3ccc(-c4cccc(Cl)c4)c(OC)c3)N3CCC[C@@]3(C(=O)OC)[C@H]2C1=O
20) C[C@H](CO)N1C[C@H](C)[C@H](CN(C)C)Oc2ccc(NS(=O)(=O)c3ccc(F)cc3)cc2CC1=O

screen / no.,23,27,25,19,21,22,32,31,29,20
ELG1 genotoxic,5%,7%,5%,5%,2%,-2%,-3%,-2%,-1%,0%
uPA surface inh,16%,2%,-15%,?,-12%,1%,3%,6%,-8%,6%
BRCA1 expr up,12%,30%,7%,-22%,2%,0%,-11%,1%,0%,-9%
p53 reactivator,5%,0%,9%,-15%,-6%,-8%,13%,3%,0%,5%

18) C[C@H](CO)N1C[C@H](C)[C@@H](CN(C)C(=O)NC2CCCCC2)Oc2ccc(NS(=O)(=O)c3ccc(F)cc3)cc2C1=O
26) CC(C)=CCC/C(C)=C/CNC(=O)C[C@H]1C[C@H](C(=O)N2CCOCC2)[C@@]2(CCC3CCCC3)c3[nH]c4cc(-c5ccco5)ccc4c3CCN2C1=O

screen / no.,18,26
ELG1 genotoxic,-1%,-8%
uPA surface inh,9%,27%
BRCA1 expr up,-11%,-48%
p53 reactivator,5%,0%

(next part)
33) Cc1ccc2c(c1)[C@H]1[C@H](CO2)[C@H](c2ccccc2)[C@]2(C)C(=O)N(Cc3ccc(F)cc3)CC(=O)N12
34) C[C@H]1CN([C@@H](C)CO)C(=O)c2cccc(NS(=O)(=O)c3ccc(F)cc3)c2O[C@H]1CN(C)S(=O)(=O)c1cn(C)cn1
35) CCN1CCN(c2ccc(NC(=O)COc3ccc(Cl)cc3C)cc2)CC1
36) CCN(C(=O)C(C)Sc1nnc(-c2ccncc2)n1C)C1CCCCC1 (configuration not stated)
37) COc1ccc(S(=O)(=O)N2CCCCC2)cc1NC(=O)CCNC(=O)c1ccc(Cl)cc1
38) Cc1nn(C2CCS(=O)(=O)C2)c(C)c1CN(C)C(=O)c1ccc(S(=O)(=O)N(C)C)cc1 (configuration not stated)
39) COc1ccc(CNC(=O)COC(=O)c2ccc(C(=O)c3ccccc3)cc2)cc1
40) CCCc1cc(=O)[nH]c(SCC(=O)Nc2sc3c(c2C(N)=O)CCCC3)n1

screen / no.,33,34,35,36,37,38,39,40
ELG1 genotoxic,-3%,1%,-6%,1%,-1%,1%,-1%,0%
uPA surface inh,6%,4%,2%,0%,1%,-7%,0%,1%
BRCA1 expr up,-41%,-5%,-1%,-3%,19%,12%,0%,-10%
p53 reactivator,-5%,4%,-5%,3%,-1%,0%,1%,-3%

41) CC(=O)C[C@H](O)CC(=O)[C@@H]1OC(=O)CCCCC/C=C/Cc2ccccc21
42) CCOC(=O)C1=CNS(=O)(=O)NC1c1ccc(Br)cc1F (configuration not stated)
43) O=C(COC(=O)CNC(=O)c1ccccc1F)NC1CC1
44) CC(NC(=O)COC(=O)c1ccc([N+](=O)[O-])o1)c1ccccc1 (configuration not stated)
45) CCOC(=O)[C@@H]1[C@H]2COc3ccc(Br)cc3[C@@H]2N2C(=O)N(c3ccc(F)cc3)C(=O)[C@@]12C
46) COc1ccc(C(C)(C)C)cc1NC(=O)CCn1[nH]c(=O)ccc1=O
47) COc1ccc(C(=O)NC(=O)CSc2nc3nc(C)cc(C)n3n2)cc1
48) C=CCn1c(C)cc(C(=O)COC(=O)c2n[nH]c(=O)c3ccccc23)c1C

screen / no.,41,42,43,44,45,46,47,48
ELG1 genotoxic,3%,4%,0%,3%,-1%,-2%,2%,?
uPA surface inh,0%,-4%,-3%,-3%,-7%,-9%,4%,-5%
BRCA1 expr up,-9%,12%,0%,-10%,7%,-8%,12%,82%
p53 reactivator,4%,-2%,6%,9%,-3%,-1%,-2%,?

49) CCN1C(=O)[C@@H]2[C@@H](c3ccc(-c4ccccc4)cc3)N3CCC[C@@]3(C(=O)OC)[C@@H]2C1=O
50) O=C(Nc1cccc(S(=O)(=O)N2CCCCCC2)c1)c1ccc(Cl)nc1
51) Nc1cc(=O)[nH]c(SCC(=O)Nc2ccc(N3CCCCC3)cc2)n1
52) COc1ccccc1C(=O)CN1C(=O)NC2(CCCc3ccccc32)C1=O (configuration not stated)
53) C[C@@H]1CN([C@H](C)CO)C(=O)c2cc(NC(=O)NC3CCCCC3)ccc2O[C@H]1CN(C)S(C)(=O)=O
54) CN(C)S(=O)(=O)c1ccc(C(=O)OCC(=O)N2CC3(C)CC2CC(C)(C)C3)cc1 (configuration not stated)
55) CC(C)C(NCC(=O)Nc1ccccc1C(=O)NC1CC1)c1ccccc1 (configuration not stated)
56) CC(NC(=O)COC(=O)c1ccc2ccccc2n1)c1ccccc1 (configuration not stated)

screen / no.,49,50,51,52,53,54,55,56
ELG1 genotoxic,-1%,-10%,1%,3%,0%,0%,-2%,0%
uPA surface inh,3%,-10%,6%,5%,9%,-15%,-1%,2%
BRCA1 expr up,3%,-68%,9%,-13%,0%,-10%,-17%,-24%
p53 reactivator,-5%,-6%,8%,-6%,2%,3%,-5%,-1%

57) Cc1csc(=O)n1CCC(=O)OCc1nnc(-c2ccccc2Cl)o1
58) CN(C)S(=O)(=O)c1ccc(C(=O)NC(=O)CSc2nncs2)cc1
59) COc1ccc(CNCCS(=O)(=O)NN2CCOCC2)cc1
60) COC(=O)[C@]1(Cc2ccccc2)N[C@H](CN(C)C(C)=O)[C@@H]2C(=O)N(Cc3ccccc3)C(=O)[C@@H]21
61) COc1ccccc1OCC(=O)NNC(=O)c1ccc(F)c(S(=O)(=O)N2CCOCC2)c1
62) C=CC[C@H](CC(=O)NCCO)C(=O)N[C@@H](COC(=O)[C@H](CC=C)CC(=O)OC(C)(C)C)Cc1ccccc1
63) CC(=O)Nc1ccc(S(=O)(=O)N[C@@H](C)C(=O)OCC(=O)c2ccc(C)cc2)cc1

screen / no.,57,58,59,60,61,62,63
ELG1 genotoxic,1%,0%,2%,3%,1%,1%,4%
uPA surface inh,0%,0%,-2%,11%,0%,-4%,-11%
BRCA1 expr up,-13%,14%,2%,4%,0%,0%,-5%
p53 reactivator,9%,-5%,3%,4%,-13%,4%,2%

An excerpt, so the mix of outcomes need not match the whole.
